VP16 counter: inhibits Gal4-VP16 luciferase reporter, ROR gamma counter-screen; Potency, µM (titrated, usually from 53.6 µM), without a hit: at the top dose activity, negative = inhibition, most hits filed as inhibitors; 310,000 compounds, 3.5% hits; Drosophila S2 Gal4-VP16 UAS-luciferase, luminescence, 20 h; AID 2546;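 note: Gal4-VP16 expression switched on by copper sulfate through the metallothionein promoter; potency is the fitted concentration of half-maximal effect; % is set by controls: 0 for no effect and ±100 for the full control effect; nearly all actives have a fitted effect of over 50% in size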
p53 reactivation: restores transcriptional activity of mutant p53; Potency, µM (top dose mostly 92.2 µM), without a hit: at the top dose activity change, positive = activation, most hits filed as activators; AID 504706; H1299 p53-A138V BP100-luciferase reporter, luminescence, 24 h; 320,000 compounds, 0.063% hits; note: potency is the fitted concentration of half-maximal effect; % of control where 0% means no effect; nearly all actives have a fitted effect of over 45% in size
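p53-null H1299 cells stably carrying temperature-sensitive p53-A138V and a BP100-luciferase reporter were pinned with compounds (4-point, 1:5 series) and held 24 hrs at 37 deg C. Luminescence was read 10 min after detection reagent.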
ELG1 repair inh: blocks ELG1-dependent DNA repair in HEK293T cells; HEK293T ELG1-luciferase reporter, luminescence, 16 h; DNA damage induced by 5-fluorouridine; Potency, µM (doses to about 46.1 µM), inactives show top-dose activity change, negative = inhibition, usual class: inhibitors; 330,000 compounds, 2.3% hits; note: potency is the fitted concentration of half-maximal effect; % is set by controls: 0 for no effect and ±100 for the full control effect; nearly all actives have a fitted effect of over 55% in size
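HEK293T cells expressing luciferase-tagged ELG1 (2,000/well) received 5-Fluorouridine plus compound or DMSO for 16 hr at 37 °C. Luciferase was read by ONE-Glo luminescence after 30 min at room temperature.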
RORgamma inh: blocks mouse ROR gamma transcriptional activity. P51450. Drosophila S2 Gal4-RORgamma UAS-luciferase reporter, 20 h. Potency, µM (doses to about 53.6 µM), for inactives: top-dose activity change, negative = inhibition, hits mostly inhibitors. 310,000 compounds, 5.4% hits. AID 2551; note: potency is the fitted concentration of half-maximal effect; % is set by controls: 0 for no effect and ±100 for the full control effect; nearly all actives have a fitted effect of over 60% in size
Target sequence (P51450 whole entry, looked up, the tested form may be a part): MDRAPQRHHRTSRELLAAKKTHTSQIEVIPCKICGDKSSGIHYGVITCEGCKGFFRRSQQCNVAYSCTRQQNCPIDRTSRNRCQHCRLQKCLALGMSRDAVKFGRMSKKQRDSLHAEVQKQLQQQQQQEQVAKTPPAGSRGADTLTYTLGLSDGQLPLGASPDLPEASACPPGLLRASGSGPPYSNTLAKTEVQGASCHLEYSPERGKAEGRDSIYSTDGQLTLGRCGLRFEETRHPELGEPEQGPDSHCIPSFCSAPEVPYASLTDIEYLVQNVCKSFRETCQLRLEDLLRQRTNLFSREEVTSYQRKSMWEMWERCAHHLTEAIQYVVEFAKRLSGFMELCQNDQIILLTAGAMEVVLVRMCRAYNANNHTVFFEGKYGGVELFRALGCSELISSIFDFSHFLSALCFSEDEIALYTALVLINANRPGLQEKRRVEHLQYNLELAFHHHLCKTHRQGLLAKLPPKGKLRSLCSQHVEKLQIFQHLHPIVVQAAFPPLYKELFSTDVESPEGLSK
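Schneider cells (Drosophila), stable Gal4 DBD–ROR gamma + UAS-luc; 1 hr cmpd preincubation; Cu2+ induction 700 uM final; 20 hr ambient; luminescence.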
NPC1 prom act: activators of NPC1 promoter; Potency, µM (series often up to 9.22 µM), for inactives: at the highest dose activation, actives largely listed as activators; 320,000 compounds, 2.4% hits; Huh7 NPC1 promoter luciferase reporter, 24 h;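 note: potency is the fitted concentration of half-maximal effect; % of control where 0% means no effect; nearly all actives have a fitted effect of over 60% in size; reporter is driven by a mutant NPC1 promoter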
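Stable NPC1-promoter luciferase Huh7 line; cpd (DMSO) 24 h, 37 °C, 5% CO2; Amplite luciferase reagent 10 min RT; luminescence readout. qHTS format.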
Tb PFK block: inhibitors of T. brucei phosphofructokinase. O15648. Potency, µM (top dose mostly 57.5 µM), without a hit: top-dose activity, negative = inhibition, most hits filed as inhibitors. 330,000 compounds, 0.17% hits. T. brucei PFK, ADP-Glo luminescence. AID 485367;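 note: potency is the fitted concentration of half-maximal effect; 0% = uninhibited 1x PFK enzyme wells and -100% = no-enzyme wells; nearly all actives have a fitted effect of over 60% in size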
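PFK 1.25 nM, F6P 0.5 mM, ATP 0.1 mM, 0.1 M TEA pH 8.0, 5 mM MgCl2, 0.01% Tween20, 0.1% BSA; 45 min RT. ADP-Glo readout. qHTS titration up to 57 uM; curves fitted, compounds curve-classed.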
FLuc counter: inhibits or activates purified firefly luciferase, miR-21 counter-screen; P08659; purified FLuc, Km substrates, luminescence inhibition; Potency, µM (titrated, usually from 57.5 µM), inactives show top-dose activity change, negative = inhibition, most hits filed as inhibitors; 360,000 compounds, 6.9% hits; AID 588342;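 note: potency is the fitted concentration of half-maximal effect; plate controls were vehicle for no effect and reference inhibitor for full effect; nearly all actives have a fitted effect of over 55% in size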
Target sequence (P08659 whole entry, looked up): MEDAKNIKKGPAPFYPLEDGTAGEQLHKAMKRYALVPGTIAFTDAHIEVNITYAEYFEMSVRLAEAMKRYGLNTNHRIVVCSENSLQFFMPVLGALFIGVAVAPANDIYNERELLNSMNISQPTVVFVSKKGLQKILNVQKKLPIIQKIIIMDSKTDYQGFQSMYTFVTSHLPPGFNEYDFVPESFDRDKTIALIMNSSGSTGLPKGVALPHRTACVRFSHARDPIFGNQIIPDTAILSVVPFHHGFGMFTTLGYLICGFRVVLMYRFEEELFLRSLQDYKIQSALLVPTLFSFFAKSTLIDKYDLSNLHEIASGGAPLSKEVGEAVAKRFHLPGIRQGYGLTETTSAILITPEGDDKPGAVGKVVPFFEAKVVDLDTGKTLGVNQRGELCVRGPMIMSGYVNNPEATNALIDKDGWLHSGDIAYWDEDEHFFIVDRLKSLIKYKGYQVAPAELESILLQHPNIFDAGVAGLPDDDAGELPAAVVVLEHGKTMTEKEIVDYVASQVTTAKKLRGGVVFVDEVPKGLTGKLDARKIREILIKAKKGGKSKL
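Biochemical qHTS of compounds, final roughly 60 µM downward over six points, against 10 nM purified firefly luciferase using Km concentrations of substrates (10 uM D-luciferin, 10 uM ATP) in Tris acetate pH 7.5 buffer; luminescence output.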
TRPV1 agonist: agonists of human vanilloid receptor 1 (TRPV1). Q8NER1. 320,000 compounds, 0.19% hits. TRPV1-expressing cells, Fluo-8 calcium influx, agonist mode. activation, % at 8.33 µM; in the data active = activation above about 80%; inconclusive = between about 30% and that limit; note: 0% is about no effect
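Fluo-8 calcium influx in TRPV1-expressing cells, kinetic read (ex 480/em 520 nm). Compound added and read 3 min for agonist activity, followed by capsaicin at EC20 final and 2 min further read for enhancement.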
ELG1 genotox: genotoxicity induction in ELG1-luciferase HEK293T cells; HEK293T ELG1-luciferase reporter, luminescence, 16 h; Potency, µM (top dose mostly 46 µM), without a hit: at the top dose activity change, positive = activation, usual class: activators; 330,000 compounds, 1.3% hits; AID 504466; note: potency is the fitted concentration of half-maximal effect; % of control where 0% means no effect; nearly all actives have a fitted effect of over 60% in size
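Cells (2,000/well) expressing the ELG1-luciferase fusion are dosed by pin tool and kept 16 hr at 37 °C, 5% CO2. Signal comes from ONE-Glo luciferase reagent after 30 min at room temperature.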
Rab9 prom act: activators of Rab9 promoter | Huh7 Rab9 promoter-luciferase reporter, luminescence, 24 h | Potency, µM (doses to about 9.22 µM), without a hit: at the top dose activation, negative = inhibition, hits mostly activators | 320,000 compounds, 2.8% hits | AID 485297; note: potency is the fitted concentration of half-maximal effect; % of control where 0% means no effect; nearly all actives have a fitted effect of over 60% in size
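Luciferase signal after 10 min detection reagent at ambient indicates Rab9 promoter upregulation; stably transfected Huh7 cells were treated 24 h with compound in DMSO at 37 °C, 5% CO2.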
BRCA1 expr act: BRCA1 expression activation | MCF7-BRCA1-FFLuc reporter, luminescence, 48 h; response scale: scaled: vehicle 0%, 10 µM genistein 100% | AID 624202 | 380,000 compounds, 1.1% hits | Potency, µM (highest dose often 46.1 µM), for inactives: at the highest dose activation, hits mostly activators; note: potency is the fitted concentration of half-maximal effect; nearly all actives have a fitted effect of over 80% in size; some results filed as inactive show a strong effect at the top dose
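First, MCF7-BRCA1-FFLuc cells (2000/well) attach for 2 h; next, compounds are pin-added and incubated 48 h at 37 °C; finally, luciferase reagent is added and luminescence read after 15 min.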
The depositor's hits bear a star; ? = inconclusive; . = no result given; [ ] = dose if it differs, or a comment. Unless noted, calls come from the whole dose curve; as a rule, active = well fitted curve in the direction sought with a large enough effect; inconclusive = small, poorly fitted or top-dose-only effect, or another doubt; inactive = no such curve, though single readings can be large; an effect the other way counts as inactive or inconclusive. The order is random, and some 15% of all compounds hit somewhere here.

canonical_smiles,VP16 counter,p53 reactivation,ELG1 repair inh,RORgamma inh,NPC1 prom act,Tb PFK block,FLuc counter,TRPV1 agonist,ELG1 genotox,Rab9 prom act,BRCA1 expr act
C#CCOCCOCCOCCNc1nc(N2CCOCC2)nc(N2CCN(C(=O)CCCCCCCCCCNC(=O)[C@@H]([C@H](C)CC)n3cc(CCCCCN)nn3)CC2)n1,.,-2%,?,.,0%,-19%,0%,-3,-1%,-3%,0%
O=C(NCc1cccnc1)c1ccccc1[N+](=O)[O-],-1%,0%,4%,-1%,-6%,2%,3%,-3,0%,2%,5%
NC(=O)CCCCC(=O)OCCCc1cccs1,-12%,-13%,0%,-42%,1%,?,4%,?,-4%,-5%,-6%
Cc1ccc(S(=O)(=O)N2CCCc3ccccc32)cc1C,-6%,9%,12%,4%,-7%,-3%,?,-1,0%,10%,-7%
CCC(C#CCN1CCCCC1)(CC)OCCC#N,1%,-1%,-24%,13%,-3%,-5%,4%,4,2%,4%,42%
CC(C)=C1C2CCC1C(C(=O)Nc1sc(C)c(-c3ccc(C(C)C)cc3)c1C(N)=O)C2C(=O)O (stereo not given),?,7%,?,11%,-3%,-6%,0%,-3,-8%,-4%,-101%[inhibitor]
COc1ccc(-n2nnc3c(=O)n(Cc4cccc(C)c4)cnc32)cc1,-1%,-12%,-2%,-5%,1%,-2%,-12%,27,-2%,-2%,0%
O=[N+]([O-])c1c(C(Cl)Cl)nn(-c2ccccc2)c1N1CCOCC1,?,3%,-16%,-43%,-4%,1%,5%,23,0%,-7%,-36%
COc1ccc(-n2c(C)cc(C(=O)COC(=O)Cc3n[nH]c(=O)c4ccccc34)c2C)cc1,?,-18%,?,-8%,0%,1%,?,-1,-1%,3%,-38%
NS(=O)(=O)c1ccc(CNC(=O)COc2ccc3c4c(c(=O)oc3c2)CCCC4)cc1,0%,7%,10%,1%,-12%,0%,5%,-3,3%,-3%,23%
CCOC(=O)CC1CCCCN1C(=O)CCCn1nnnc1CN1CCC(C)CC1 (stereo not given),-2%,2%,7%,6%,2%,0%,4%,6,-1%,4%,-1%
CC(Oc1ccc(C#N)cc1)C(=O)N1CC=C(c2ccccc2)CC1 (stereo not given),.,-1%,?,.,.,0%,.,.,-5%,.,-32%
CC(C)OC(=O)C(C#N)c1nc2ccccc2nc1N1CCCC1 (stereo not given),2%,-7%,0%,5%,-6%,2%,6%,?,-1%,1%,-17%
Cc1cccn2c(=O)c3cc(C(=O)NC4CCS(=O)(=O)C4)n(Cc4ccccc4)c3nc12 (stereo not given),1%,3%,-28%,-31%,-1%,6%,2%,?,0%,1%,-31%
CCOc1ccc(C(C)=O)cc1COC(=O)CNC(=O)c1cccs1,.,-5%,-6%,.,2%,3%,1%,1,-18%,-7%,-4%
CC(C)C(=O)Nc1ccc(NC(=O)c2ccc3c(c2)OCO3)cc1,5%,.,?,12%,5%,-3%,-5%,-3,?,9%,-56%
COc1cc(C)c(Cl)cc1S(=O)(=O)NCC1CCCO1 (stereo not given),4%,-6%,0%,20%,1%,-10%,5%,1,0%,-2%,4%
O=C(CNC(=O)c1ccco1)N/N=C/c1c[nH]c2ccccc12,-3%,11%,-2%,-7%,-2%,-7%,0%,-2,8%,-5%,-3%
Cc1ccc(C)c(CN2C(=O)c3ccccc3S(=O)c3ccc(C(=O)N4CCN(c5ccccn5)CC4)cc32)c1 (stereo not given),-5%,-4%,?,27%,-5%,-3%,0%,13,-14%,1%,-33%
Cc1cc2cc(CNC(=O)CC(C)C)ccc2n1C,0%,5%,16%,11%,2%,1%,2%,9,2%,3%,13%
Cc1cccc(Nc2nc(N)c([N+](=O)[O-])c(N3CC(C)OC(C)C3)n2)c1 (stereo not given),-10%,4%,?,-6%,-10%,2%,0%,7,-7%,-2%[1.84 µM],-37%
Cc1nc(-c2cnn(-c3ccccc3)c2)c2cc(C)oc2n1,1%,-18%,?,1%,-2%,7%,-7%,?,-14%,1%,-28%
CCCNC(=O)CN1CCN(c2cc3ccccc3c(Cl)n2)CC1,4%,-11%,-30%,-7%,0%,-6%,1%,7,-7%,-1%,-27%
O=C(NC1C(=O)NNC1c1ccccc1)c1ccccc1 (stereo not given),0%,?,?,4%,-1%,0%,0%,13,4%,-8%,8%
COc1cc(OC)cc(-c2nc(-c3cc4cc(C)ccc4nc3OC)no2)c1,-6%,-4%,4%,-3%,-2%,0%,4%,1,-2%,4%,-7%
CCOc1ccc(N2CC(C(=O)NC3CCCCCC3)CC2=O)cc1 (stereo not given),2%,3%,-1%,1%,-2%,1%,-1%,1,2%,0%,-8%
O=C(CN1CCN(c2ccccn2)CC1)Nc1cccc(C(F)(F)F)c1,-9%,-30%[inhibitor],-14%,13%,3%,-2%,5%,24,0%,-3%,6%
Cc1cc(C(=O)Nc2cccc(O)c2)c(C)o1,2%,?,?,-9%,7%,-3%,?,?,?,-3%,60%
O=C(NCc1ccco1)c1cccc(NS(=O)(=O)c2cccc(F)c2)c1,1%,-8%,-14%,17%,1%,1%,2%,-3,-6%,-4%,4%
COc1ccc(C#Cc2c(-c3ccccc3)n(-c3ccccc3)c3ccc(CO)cc23)cc1,.,6%,-13%,.,.,-1%,.,.,-6%,.,-65%

In the list so far, these contain fluorine:
canonical_smiles,VP16 counter,p53 reactivation,ELG1 repair inh,RORgamma inh,NPC1 prom act,Tb PFK block,FLuc counter,TRPV1 agonist,ELG1 genotox,Rab9 prom act,BRCA1 expr act
O=C(CN1CCN(c2ccccn2)CC1)Nc1cccc(C(F)(F)F)c1,-9%,-30%[inhibitor],-14%,13%,3%,-2%,5%,24,0%,-3%,6%
O=C(NCc1ccco1)c1cccc(NS(=O)(=O)c2cccc(F)c2)c1,1%,-8%,-14%,17%,1%,1%,2%,-3,-6%,-4%,4%

Later entries
canonical_smiles,VP16 counter,p53 reactivation,ELG1 repair inh,RORgamma inh,NPC1 prom act,Tb PFK block,FLuc counter,TRPV1 agonist,ELG1 genotox,Rab9 prom act,BRCA1 expr act
O=C(O)c1nn(CC(=O)N2CCN(c3ncc(C(F)(F)F)cc3Cl)CC2)c(=O)c2ccccc12,?,0%,-5%,?,-7%,4%,-1%,7,-13%,-3%,-22%
COc1ccccc1CNc1ncccc1[N+](=O)[O-],0%,0%,27%,7%,0%,-2%,-7%,-1,0%,-3%,33%
CCOC(=O)Cn1c(=O)c2c(nc(N3CCCCC3)n2Cc2ccccc2)n(C)c1=O,-1%,-29%,?,37%,-6%,3%,4%,?,1%,-3%,-24%
COc1ccc(C2C(C(=O)Nc3ccccc3)=C(C)Nc3nc(CCCO)nn32)cc1 (stereo not given),0%,-3%,-13%,-1%,-5%,5%,0%,0,-1%,-1%,4%
O=C(NCCc1ccc(Cl)cc1)c1ncn[nH]1,3%,0%,4%,11%,-13%,2%,2%,-4,-4%,0%,-14%
CC1CCCCC1NC(=O)COC(=O)c1ccc2c(=O)n3c(nc2c1)CCC3 (stereo not given),.,29%,-4%,.,.,-4%,.,.,1%,.,-15%
Cc1cc(C)c(NC(=O)C2C3/C=C\CCCCC32)c(C)c1 (stereo not given),4%,5%,18%,13%,20%,-2%,1%,-4,5%,?,52%
CCOP(=O)(OCC)C(Nc1ccccc1)c1ccc2c(c1)OCO2 (stereo not given),-5%,-1%,?,14%,5%,4%,-3%,0,0%,1%,0%
O=C(NC(=S)N1CCN(c2ccccc2)CC1)c1ccco1,.,6%,?,.,.,7%,.,.,0%,.,15%
COc1ccc2c(c1)c(=O)cc(-c1ccccc1)n2C,-1%,?,?,?,22%,-5%,24µM*,2,?,12%,?
COc1ccc(-c2nc(CCNC(=O)c3ccco3)cs2)cc1OC,7%,-5%,?,28%,10%,-1%,-12%,22,-6%,-3%,-12%
CC(NC(=O)/C(C#N)=C1\N=C(NC(=O)c2cccs2)c2ccccc21)c1ccccc1 (stereo not given),-5%,-7%,?,0%,0%,0%,0%,16,-3%,-1%,-27%
Cc1ccccc1OCc1nnc(SCCN2CCCC2)n1-c1ccccc1,?,-2%,10%,11µM*,-2%,2%,6%,8,-2%,-3%,-37%
CC(=NCCCn1ccnc1)C1=C(O)c2ccccc2C1=O,-1%,4%,?,17%,8%,-2%,-5%,-2,6%,3%,21%
